# CHO-K1 Ca antag: counter-screen for M1 antagonists: effect in parental CHO-K1 cells. actives 0.6% (n = 360,000). ATP-induced calcium, Fluo-8 fluorescence. inhibition, % at 3 µM;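 active means inhibition above a per-plate cutoff, the plate's mean sample inhibition plus 3 SD, cut at about 24% in these data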;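 further: 0% = DMSO plus EC80 ATP and 100% = DMSO alone without ATP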
# CHRM1 antagonist: blocks human M1 muscarinic receptor | P11229 | CHO-K1 hM1, Fluo-8 calcium fluorescence, ACh EC80 antagonist | inhibition, % at 3 µM | actives 1.3% (n = 360,000);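 active means percent inhibition above its own plate's cutoff, namely the mean of that plate's compound wells plus 3 SD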;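 further: peak over basal fluorescence ratio during 140 s after agonist addition; 0% = ACh EC80 plus DMSO and 100% = DMSO alone without agonist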
# Target sequence (P11229 whole entry, looked up): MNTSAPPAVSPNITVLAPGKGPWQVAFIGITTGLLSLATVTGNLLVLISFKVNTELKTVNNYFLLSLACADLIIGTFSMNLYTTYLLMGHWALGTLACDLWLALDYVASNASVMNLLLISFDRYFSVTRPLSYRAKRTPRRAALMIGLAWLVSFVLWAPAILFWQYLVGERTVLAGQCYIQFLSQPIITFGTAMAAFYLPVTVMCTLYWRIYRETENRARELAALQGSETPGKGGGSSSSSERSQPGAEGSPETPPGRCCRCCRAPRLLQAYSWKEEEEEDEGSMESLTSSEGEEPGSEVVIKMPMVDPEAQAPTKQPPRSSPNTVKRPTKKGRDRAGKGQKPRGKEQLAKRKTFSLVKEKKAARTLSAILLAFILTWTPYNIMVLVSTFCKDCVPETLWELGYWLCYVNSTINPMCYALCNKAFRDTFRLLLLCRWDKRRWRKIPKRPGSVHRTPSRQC
# CHO-K1 Ca PAM: counter-screen for M1 PAMs: effect in parental CHO-K1 cells; AID 602247; actives 0.02% (n = 360,000); activation, % at 3 µM; ATP EC20, Fluo-8 calcium fluorescence; 0% at ATP EC20, 100% at ATP max;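 active means activation above the run cutoff, the mean activation of all test compounds plus 3 SD, cut at about 40% in these data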;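 further: peak over basal fluorescence ratio in a 140 s read after ATP addition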
# OXTR potentiate: human OXTR potentiation; AID 2445; activation, % at 3 µM; actives 0.061% (n = 320,000); CHO-OTR cells, Fluo-8 calcium fluorescence, potentiator mode; 0% = oxytocin EC15, 100% = EC100;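 active means activation above that plate's cutoff, the mean activation of tested compounds plus 3 SD, cut at about 6.6% in these data, passing the limit was not always enough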;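 further: 100% uses oxytocin at 75 nM as the full agonist control; some results filed as inactive read as strong as hits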
# Target sequence (P30559 whole entry, looked up): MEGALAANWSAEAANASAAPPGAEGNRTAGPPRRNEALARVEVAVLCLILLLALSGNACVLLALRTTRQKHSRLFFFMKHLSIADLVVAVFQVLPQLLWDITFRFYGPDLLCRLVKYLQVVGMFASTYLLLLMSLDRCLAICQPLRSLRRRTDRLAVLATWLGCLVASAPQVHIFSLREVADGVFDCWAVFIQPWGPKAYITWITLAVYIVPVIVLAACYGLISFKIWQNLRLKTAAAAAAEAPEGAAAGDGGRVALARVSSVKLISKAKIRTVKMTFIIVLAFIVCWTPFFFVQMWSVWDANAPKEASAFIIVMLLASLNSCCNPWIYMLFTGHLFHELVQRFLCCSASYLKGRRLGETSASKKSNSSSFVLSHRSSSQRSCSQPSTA
#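 Material: human OTR in CHO cells. Compound: 3.0 µM, one dose. Timing: compound 6 min at room temperature before oxytocin, 100 s read. Evaluation: % activation of max/min ratio relative to oxytocin controls. Replication: single well per compound, singlicate. Signal: Fluo-8 calcium dye fluorescence.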
# TAAR1 antag: antagonists of human TAAR1 | actives 1.5% (n = 360,000) | AID 624466 | Q96RJ0 | inhibition, % at 3 µM | CHO RD-HGA16 TAAR1, Fluo-8 calcium fluorescence, antagonist;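 active means inhibition above a per-plate cutoff, the mean inhibition of test compounds on that plate plus 3 SD, cut at about 49% in these data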;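 further: 0% = DMSO plus EC80 beta-PEA response and 100% = DMSO alone without agonist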
#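 Test system: CHO RD-HGA16 cells bearing hTAAR1 | Reagent: β-PEA, EC80 | Compound dosing: 3 µM, single point | Schedule: Dye loading 75 min at 37 °C, then 30 min room temperature | Signal: Calcium fluorescence with Fluo-8 | Evaluation: Percent inhibition of PEA-evoked calcium signal, max/basal emission ratio | Control set: DMSO-only wells and EC80 β-PEA-stimulated wells | Repeats: Singlicate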
# CHRM1 agonist: human M1 muscarinic receptor agonism; P11229; CHO-K1 hM1, Fluo-8 calcium fluorescence, agonist mode; 0% DMSO, 100% acetylcholine EC100; activation, % at 3 µM; actives 0.33% (n = 360,000);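 active means activation above the run's mean compound activation plus 3 SD, cut at about 16% in these data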;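 further: peak over basal fluorescence ratio within a 140 s kinetic read after compound addition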
# CHO parental Ca: counter-screen for OX1R antagonists: effect in parental CHO cells. parental CHO-K1, ATP-induced calcium, Fluo-8 fluorescence. inhibition, % at 5.6 µM. actives 0.63% (n = 330,000);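 active means inhibition above that plate's mean sample inhibition plus 3 SD, cut at about 26% in these data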;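 further: 0% = ATP-challenged DMSO wells and 100% = DMSO wells without ATP; some compounds past the cut are filed as inactive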
#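 Assay system: untransfected parental CHO cell line. Also added: ATP agonist challenge. Dosing: one dose, 5.6 µM nominal. Measured by: Fluo-8 fluorescence. Read-out: % inhibition. Benchmarks: ATP wells versus no-ATP DMSO wells. Repeats: no replicates.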
# CHO-K1 Ca ag: counter-screen for M1 agonists: effect in parental CHO-K1 cells | Fluo-8 calcium fluorescence; scaled to maximal ATP response, vehicle zero | activation, % at 3 µM | actives 0.48% (n = 360,000) | AID 602248; in the data active means activation above about 15%;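 further: untransfected CHO-K1 host cells lacking M1 receptor as counterscreen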
# TAAR1 ag: agonists of human TAAR1; activation, % at 3 µM; actives 0.99% (n = 360,000); Q96RJ0; CHO RD-HGA16 TAAR1, Fluo-8 calcium fluorescence; vehicle wells 0%, saturating PEA agonist 100%; AID 624467;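 active means activation above the mean activation of all test compounds in the run plus 3 SD, cut at about 38% in these data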
#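 Benchmarks: low control DMSO, high control PEA (EC100); System: CHO RD-HGA16 cells carrying human TAAR1 plus Gα16; Detection: Fluo-8 fluorescence, 5 s baseline then 140 s kinetic read; Schedule: 17-24 h plating, Fluo-8 75 min 37 °C, 30 min RT; Read-out basis: % activation from peak over basal fluorescence ratio, DMSO-to-PEA scaled.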
# An asterisk follows results filed as active; . = not tested or not shown.
Structure,CHO-K1 Ca antag,CHRM1 antagonist,CHO-K1 Ca PAM,OXTR potentiate,TAAR1 antag,CHRM1 agonist,CHO parental Ca,CHO-K1 Ca ag,TAAR1 ag
O=C(CSc1nnc(C2CC2)n1Cc1ccco1)NCC(F)(F)F,-13,-12,24,-3,1,-1,-16,-0.9,1
O=C(CSc1nncs1)NNC(=O)c1ccco1,-12,-12,15,5,-9,-2,-1,0.7,1
C=CCn1c(SCC(=O)NCc2cccs2)nnc1C1CCCCC1,-16,-13,12,-9,-16,5,-15,-0.1,7
CCn1c(-c2cccc(S(=O)(=O)N3CCCC3)c2)n[nH]c1=S,3,0,12,-5,-6,-4,-8,7.3,2
CCOC(=O)c1sc(SC)c2c1CCC/C2=N/OC,-4,-13,16,7,-16,-3,-39,2.7,-2
CCOc1ccc(S(=O)(=O)Nc2cccc(C(=O)NCC(C)(C)N3CCOCC3)c2)cc1,-2,-20,-3,-9,-13,-2,-23,0.8,2
Cc1ccc2sc(=O)[nH]c2c1,-6,-16,19,-3,-22,2,-27,0.1,3
CCOC(=O)NCc1ccc(S(=O)(=O)Nc2ccccc2C)cc1,-2,-7,15,-8,9,-1,3,1.2,8
Cc1csc(NC(=O)CSc2nccn2Cc2ccco2)n1,15,-9,-23,-5,-17,-2,-6,-0.1,1
N#C/C(=N\Nc1ccc(Cl)cc1)C(=N)N1CCCCCC1,-7,8,-7,-1,-11,-3,11,0.5,11
Cc1ccc(-n2nnnc2CNC(=O)C(=O)c2c[nH]c3ccccc23)cc1C,-4,-7,14,.,31,3,.,4.9,10
COc1ccccc1OCCC(=O)N1CCN(c2ccccc2OC)CC1,-12,-17,12,0,-19,0,-12,1.8,0
COc1ccc(CN(Cc2ccccn2)S(=O)(=O)c2ccc(-n3cnnn3)c(OC)c2)cc1,-21,-21,1,-4,8,-7,-19,3.6,8
O=S(=O)(Cc1noc(-c2ccccc2Cl)n1)c1ccccn1,-8,-14,6,3,11,-5,-8,0.2,3
CSc1ccccc1NC(=O)CN(C)CC(=O)Nc1ccc(N2CCOCC2)cc1,-29,-11,20,2,-16,-4,-4,1.5,6
CC1CCCCC1NC(=O)COn1nnc2ccc(Cl)cc21 (stereo not drawn),5,-13,7,-14,-1,-5,-5,0.2,2
Cc1ccc(S(=O)(=O)N2CCCC(C(=O)NCC3CCCO3)C2)cc1 (stereo not drawn),-9,-11,10,-2,15,-3,-1,4.4,6
CC(C)[C@H](NS(=O)(=O)c1ccc(Cl)cc1)C(=O)OCC(=O)NCCN1C(=O)CSC1=O,5,-12,14,-8,-7,-3,-8,0.4,3
COc1ccc(OC)c(Cc2nnc(CCC(=O)NCc3nc4ccccc4s3)o2)c1,-9,-12,7,-1,-29,-4,-16,0.5,1
COc1ccc(CC(=O)Nc2cccc(S(=O)(=O)N3CCCC3)c2)cc1OC,-1,14,-3,-10,-3,-3,-1,12,6
O=C(O)CC(NC(=O)COc1ccccc1)c1cccc([N+](=O)[O-])c1 (stereo not drawn),13,7,-13,0,1,-3,-3,-0.5,2
CC(=O)Nc1ccc(S(=O)(=O)N(C)CCOCc2ccccc2)cc1,-14,-3,19,-5,7,0,-6,1.9,13
C#CCNC(=O)C1=C[C@@H](c2ccccc2)[C@H](CCCO)[C@@H](OCC)O1,-1,24,-2,-1,-10,-3,2,0.0,12
CC(=O)Nc1nc(-c2ccc(-c3ccccc3)cc2)cs1,-10,-9,18,.,3,-1,.,1.1,0
C[C@@H]1CCCCO[C@@H](CN(C)C(=O)Cc2ccccc2)[C@@H](C)CN([C@H](C)CO)C(=O)c2cc(N(C)C)ccc2O1,-5,-10,12,.,-14,-7,.,0.2,1

# Rewritten with two lines to a compound: part of the list above
# Sequence of screens – CHO-K1 Ca antag, CHRM1 antagonist, CHO-K1 Ca PAM, OXTR potentiate, TAAR1 antag, CHRM1 agonist, CHO parental Ca, CHO-K1 Ca ag, TAAR1 ag
> CCOc1ccc(S(=O)(=O)Nc2cccc(C(=O)NCC(C)(C)N3CCOCC3)c2)cc1
 : -2, -20, -3, -9, -13, -2, -23, 0.8, 2
> Cc1ccc2sc(=O)[nH]c2c1
 : -6, -16, 19, -3, -22, 2, -27, 0.1, 3
> CCOC(=O)NCc1ccc(S(=O)(=O)Nc2ccccc2C)cc1
 : -2, -7, 15, -8, 9, -1, 3, 1.2, 8
> Cc1csc(NC(=O)CSc2nccn2Cc2ccco2)n1
 : 15, -9, -23, -5, -17, -2, -6, -0.1, 1
> N#C/C(=N\Nc1ccc(Cl)cc1)C(=N)N1CCCCCC1
 : -7, 8, -7, -1, -11, -3, 11, 0.5, 11
> Cc1ccc(-n2nnnc2CNC(=O)C(=O)c2c[nH]c3ccccc23)cc1C
 : -4, -7, 14, ., 31, 3, ., 4.9, 10
> COc1ccccc1OCCC(=O)N1CCN(c2ccccc2OC)CC1
 : -12, -17, 12, 0, -19, 0, -12, 1.8, 0
> COc1ccc(CN(Cc2ccccn2)S(=O)(=O)c2ccc(-n3cnnn3)c(OC)c2)cc1
 : -21, -21, 1, -4, 8, -7, -19, 3.6, 8
> O=S(=O)(Cc1noc(-c2ccccc2Cl)n1)c1ccccn1
 : -8, -14, 6, 3, 11, -5, -8, 0.2, 3

# Following part
Structure,CHO-K1 Ca antag,CHRM1 antagonist,CHO-K1 Ca PAM,OXTR potentiate,TAAR1 antag,CHRM1 agonist,CHO parental Ca,CHO-K1 Ca ag,TAAR1 ag
O=C(c1ccc(CS(=O)c2ccc(F)cc2)o1)N1CCN(C2CCCCC2)CC1 (stereo not drawn),-4,-1,2,-1,-11,-7,-32,0.4,0
Cc1ccc(Cc2c(-c3ccc(Cl)cc3)nc3c(C)cc(Br)cn23)cc1,-5,-16,-7,.,-4,-5,.,-0.3,0
CC(C)Oc1ccc(C2CC(=O)N(c3cccc(C(=O)O)c3)C2=O)cc1 (stereo not drawn),14,11,-7,-9,3,0,-3,-0.1,12
O=C(CCSCc1cccc(Cl)c1)NCCc1ccc(Cl)cc1,9,6,-8,0,7,-5,-4,0.1,-1
N#CC1=C(N)Nc2nc3ccccc3n2C1c1ccc(Cl)cc1 (stereo not drawn),5,5,8,-6,0,-1,-8,2.2,5
O=C(O)c1cccc(-c2csc(C(O)(c3ccccc3)C(F)(F)F)n2)c1 (stereo not drawn),4,-12,-14,.,-4,-3,.,-0.4,3
CNc1nc(NCc2ccc(N(C)C)cc2)c2sccc2n1,3,2,-6,.,.,-6,.,1.6,.
COc1ccccc1NC(=O)Nc1ccc(C)cn1,0,1,5,.,9,-3,.,0.2,-1
Clc1cccc(OCCCCN2CCCCC2)c1,5,16,12,-8,-15,-9,-15,1.0,6
Cc1ccc(C)c(N2CCN(C(=O)c3ccc4c(c3)c(C)c(C)n4C)CC2)c1,-21,-30,25,0,-13,-3,-17,1.4,8
O=S(=O)(Nc1ccccc1N1CCOCC1)c1c(F)cc(F)cc1Br,-4,-5,-17,-6,5,-4,-20,0.4,8
O=c1[nH]nc(SCCS(=O)(=O)c2ccc(F)cc2)n1-c1ccccc1,-9,-14,7,-2,-24,7,-17,1.6,0
CN(CCO)c1nc(N)c2c(N)nc3c(c2c1C#N)CC(=O)N3Cc1cccs1,-16,-4,12,-5,12,-15,-6,0.7,7
O=C(Nc1cccc(C(F)(F)F)c1)NC1CCCCC1,11,13,7,-6,4,0,21,7.8,5
CCc1c(C)nc2ncnn2c1N1CCC(C(=O)Nc2ccc(C)cc2)CC1,8,6,9,-1,3,-7,-15,0.3,2
C[C@H](O)[C@@H]1CN2CCc3c([nH]c4ccc(-c5ccc6c(c5)OCO6)cc34)[C@@H]2C[C@@H]1N(C)C(=O)Nc1ccc(F)cc1,7,5,-1,.,17,-3,.,0.4,2
Cc1cc(NC(=O)CSc2nc3ccsc3c(=O)n2CCCC(=O)NCCc2ccccc2)no1,-21,-11,16,-1,-12,-6,-14,1.7,-1
CNC(=S)N(Cc1cc2cc(C)cc(C)c2[nH]c1=O)C1CCCC1,-8,-12,15,-12,-20,-14,-27,0.8,11
COc1ccc(C(=O)NCC2CCCN2S(=O)(=O)c2cccs2)cc1 (stereo not drawn),4,1,-6,-6,-22,-5,-20,0.0,1
Cc1[nH]c(=O)c(C#N)c2c1COC(C)(C)C2,-13,-13,16,-1,.,-3,1,0.6,.
COc1ccc(NC(=O)CCc2nc(-c3ccc(C)cc3)no2)cc1Cl,5,-23,3,-23,13,4,16,5.7,24
N=C1/C(=C\c2ccc(OC(=O)c3ccco3)cc2)C(=O)N=C2SC=NN12,3,1,5,.,-2,4,.,0.5,6
COC(=O)c1sccc1-n1cccc1C(=O)NCc1ccccc1,-15,-5,15,-10,1,-5,-20,0.1,4
CC1(C)Cc2nc3sc4c(NCCO)ncnc4c3cc2CS1,9,1,-15,-4,14,-4,-12,2.5,4
CC(=O)c1c(C)[nH]c(C(=O)OCC(=O)c2ccc(C)s2)c1C,-5,2,2,-6,16,1,-22,2.4,4
Cc1ccc(-c2nc(CS(=O)CC(=O)NCCCN3CC(C)CC(C)C3)c(C)o2)cc1 (stereo not drawn),14,7,-10,3,-17,-13,-13,0.0,-2
Cc1cc(C)n(C(C[N+](=O)[O-])c2ccc(Cl)cc2)n1 (stereo not drawn),-7,-11,28,-13,-8,-4,-12,0.7,9
CC(=O)NC(C)(c1ccccc1)c1nc(-c2ccc(S(C)(=O)=O)cc2)cs1 (stereo not drawn),-10,-3,16,.,-13,-1,.,1.1,3
O=[N+]([O-])c1ccc(C2CCCC/C2=N/OCc2ccccc2F)c([N+](=O)[O-])c1 (stereo not drawn),-10,-5,12,-12,8,-6,-34,0.3,10
CCOC(=O)C(C#N)(Cc1cc(OC)cc(OC)c1)Cc1cc(OC)cc(OC)c1,-14,1,3,-9,40,2,1,0.3,7

# Rows are unselected; overall some 4.2% were active at least once.
